High-throughput results from PubChem BioAssay.
mABHD4 FP – ABHD4 inhibitors, primary screen, biochemical, fluorescence polarization, mouse | (Lyso)-N-acylphosphatidylethanolamine lipase (Mus musculus), Q8VD66 | purified mABHD4, FP-Rh probe fluorescence polarization | inhibition, % at 8.92 µM | hit rate 0.54% among 370,000 | AID 720543, 2013;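 active means inhibition exceeding the mean over every tested compound plus 3 SD, cut at about 30% in these data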;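 further: 0% = plate median of compound wells and 100% = S159A mutant with DMSO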
Target sequence (Q8VD66 whole entry, looked up): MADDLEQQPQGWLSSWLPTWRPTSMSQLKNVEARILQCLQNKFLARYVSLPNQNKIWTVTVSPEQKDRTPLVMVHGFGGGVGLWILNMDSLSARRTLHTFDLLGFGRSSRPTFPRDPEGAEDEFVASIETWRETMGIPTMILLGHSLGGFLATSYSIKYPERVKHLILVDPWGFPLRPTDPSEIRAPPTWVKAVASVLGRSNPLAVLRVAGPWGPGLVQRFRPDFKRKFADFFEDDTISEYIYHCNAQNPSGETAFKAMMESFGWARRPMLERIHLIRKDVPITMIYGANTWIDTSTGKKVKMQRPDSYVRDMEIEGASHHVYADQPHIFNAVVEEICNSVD
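Assay system: mABHD4 protein; medium: HEPES pH 7.0, NaCl, Pluronic buffer; dosing: 8.92 µM, single dose; schedule: 45 min + 60 min at 25 °C; signal: FP readout, ex 525 nm / em 598 nm; read-out: normalized percent inhibition of probe labeling; repeats: single replicate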
TCR-CD3 inh – inhibitors of human TCR-CD3 interaction, primary screen, biochemical, fluorescence, TAMRA-labeled TCR probe. T-cell receptor (TCR). inhibition, % at 9.4 µM. hit rate 0.37% among 360,000; in the data active means inhibition above about 19%;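 further: recombinant mutant TCR 2C K166C tagged with TAMRA read by polarization; 0% = receptor in buffer alone and 100% = receptor with positive control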
DDE Tn7 FP inh – inhibitors of Tn7 peptide binding to fibrin DD(E), primary screen, biochemical, fluorescence polarization, human fibrin, Tn7 probe. hit rate 0.13% among 370,000. Fibrinogen beta chain (Homo sapiens), P02675. inhibition, % at 8.3 µM. FP displacement of FITC-Tn7 peptide from fibrin DD(E); 0% = median of compound wells per plate;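 active means inhibition above the mean of compounds falling within the control limits plus 3 SD of them, cut at about 14% in these data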;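 further: 0% = plate median of compound wells and 100% = 10 µM Aha-Tn7 peptide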
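Assay system: human fibrin DD(E) protein / Input: 2 µM fibrin DD(E) / Benchmarks: high control of 10 µM Aha-Tn7 peptide / Measured by: fluorescence polarization of the labelled Tn7 tracer / Medium: Tris buffer with calcium and detergent, pH 7.8 / Timing: 10 min compound pre-incubation, 3 h probe incubation at room temperature / Repeats: one replicate per compound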
HTRA1 inh – HTRA1 serine protease inhibitors, primary screen, biochemical, fluorescence polarization, HTS; Q92743; recombinant HTRA1, FP-rhodamine activity-based probe; inhibition, % at 5.96 µM; hit rate 0.5% among 340,000; in the data active means inhibition above about 36%;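 further: 0% = enzyme with DMSO and 100% = wells lacking enzyme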
PRMT1 inh – PRMT1 methyltransferase inhibitors, primary screen, biochemical, fluorescence polarization. AID 652257, 2013. Protein arginine N-methyltransferase 1 (Homo sapiens), Q99873. inhibition, % at 2.79 µM. hit rate 1.3% among 370,000. recombinant PRMT1, activity-based probe fluorescence polarization;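 active means inhibition above about 21% made by adding two undisclosed values, limit read from the data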
Target sequence (Q99873 whole entry, looked up): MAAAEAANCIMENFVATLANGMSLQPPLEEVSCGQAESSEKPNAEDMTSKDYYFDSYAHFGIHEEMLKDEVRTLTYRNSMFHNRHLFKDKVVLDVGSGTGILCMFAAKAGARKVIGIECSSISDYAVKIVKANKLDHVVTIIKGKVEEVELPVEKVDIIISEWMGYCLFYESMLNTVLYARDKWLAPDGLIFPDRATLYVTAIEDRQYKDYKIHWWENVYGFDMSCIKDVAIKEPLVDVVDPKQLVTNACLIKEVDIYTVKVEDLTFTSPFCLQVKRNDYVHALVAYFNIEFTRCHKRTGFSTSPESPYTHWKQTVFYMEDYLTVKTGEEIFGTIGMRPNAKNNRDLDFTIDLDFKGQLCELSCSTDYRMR
SIAE inh – human SIAE inhibitors, primary screen, biochemical, fluorescence polarization, FP-Rh probe, 1536-well HTS. SIAE FP-Rh probe binding. hit rate 0.69% among 370,000. inhibition, % at 9.66 µM. Sialate O-acetylesterase (Homo sapiens), Q9HAT2;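 active means inhibition above a cutoff: mean of compounds within the control limits plus 3 SD of those, cut at about 17% in these data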;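 further: 0% = plate median of compound wells and 100% = probe without SIAE protein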
TDP2 absorb – human TDP2 enzyme inhibitors, primary screen, biochemical, epi absorbance, recombinant enzyme; T5PNP hydrolysis, p-nitrophenol absorbance 415 nm; inhibition, % at 12.8 µM; hit rate 0.34% among 370,000;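 active means inhibition above the mean of all tested compounds plus 3 SD, set per campaign, cut at about 25% in these data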;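 further: 0% = DMSO with enzyme and 100% = buffer with substrate but no TDP2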
Target sequence (O95551 whole entry, looked up): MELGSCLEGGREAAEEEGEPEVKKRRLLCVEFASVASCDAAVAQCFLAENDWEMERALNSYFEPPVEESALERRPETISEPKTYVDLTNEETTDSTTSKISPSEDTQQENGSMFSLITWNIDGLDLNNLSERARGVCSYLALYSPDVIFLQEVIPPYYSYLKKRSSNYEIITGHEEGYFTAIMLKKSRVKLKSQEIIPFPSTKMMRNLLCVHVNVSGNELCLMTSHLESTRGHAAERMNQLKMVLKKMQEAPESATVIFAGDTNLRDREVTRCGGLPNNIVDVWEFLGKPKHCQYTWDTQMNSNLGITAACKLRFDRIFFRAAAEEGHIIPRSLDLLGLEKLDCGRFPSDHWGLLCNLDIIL
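Test system: Human TDP2 enzyme | Reagent: 5 mM T5PNP | Compound dosing: 12.8 µM single point, 1% DMSO | Incubation: Enzyme reaction with compound for 2 h at 37 °C | Technique: p-Nitrophenol epi absorbance | Read-out: % inhibition relative to enzyme-containing and enzyme-free wells | Benchmarks: High control without enzyme, low control DMSO plus TDP2 | Replicates: Singlicate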
PG9 Ab binder – binders of HIV-1 gp120 antibody PG9, primary screen, biochemical, TR-FRET; HIV-1 gp120 / PG9 antibody interaction; TR-FRET gp120-PG9 antibody binding; inhibition, % at 6.7 µM; hit rate 0.43% among 360,000; in the data active means inhibition above about 8.5%
LEDGF integ inh – blockers of LEDGF/p75-dependent integrase strand transfer – biochemical, TR-FRET, high throughput, primary screen; HIV-1 integrase (with human LEDGF/p75); TR-FRET IN-LEDGF/p75 DNA integration, Eu/Cy5; inhibition, % at 3.7 µM; hit rate 0.64% among 370,000; AID 743269, 2014;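 active means inhibition above the screen-wide mean plus 3 SD, cut at about 13% in these data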;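 further: signal is the Cy5 over europium emission ratio at 671 and 618 nm; 0% = plate median of compound wells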
UHRF1 MBD2 ctr – UHRF1 methylated DNA binding inhibitors, primary screen, counter-screen for MBD2 inhibitor project, biochemical, TR-FRET, human UHRF1, single concentration. UHRF1 binding to methylated oligo. inhibition, % at 4.4 µM. E3 ubiquitin-protein ligase UHRF1 (Homo sapiens), Q96T88. hit rate 0.75% among 370,000; in the data active means inhibition above about 21%;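 further: UHRF1 SRA domain binding a hemimethylated CpG hairpin DNA probe; 0% = median of test compound wells and 100% = reference inhibitor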
* marks the source's active call; other numbers are inactive results; . = not tested or not shown.

SMILES	mABHD4 FP	TCR-CD3 inh	DDE Tn7 FP inh	HTRA1 inh	PRMT1 inh	SIAE inh	TDP2 absorb	PG9 Ab binder	LEDGF integ inh	UHRF1 MBD2 ctr
CCOC(=O)C1CCN(C(=O)Nc2ccc3c(c2)nc(C)n3C)CC1	-1	-2	-2	-2	2	-1	2	-1.4	2	-3
ON=C(CCc1ccccc1)CCc1ccccc1	-4	-2	-1	-15	-2	-5	-11	-0.5	1	-2
O=C(CSc1nnnn1-c1ccc(F)cc1)NCc1cccs1	-1	-6	-4	3	-3	3	10	-0.3	-5	-3
CN(C(=O)c1ccccc1)C1c2c(ccc3ccccc23)OCC1CO (centres undefined)	-6	9	-1	-7	-4	0	-5	-0.4	-3	-1
CCCC(=O)OCC1CN(Cc2ccco2)S(=O)(=O)c2c(F)cccc2O1 (centres undefined)	3	8	3	-8	3	3	-3	-1.4	-1	-2
CCC/C(O)=C1\C(=O)CCCC1=NCCc1ccc(OCC)c(OCC)c1	-1	3	6	-3	1	7	17	0.2	-1	9
COc1ccc(Nc2nc(N)nc(CSc3nnc(N)s3)n2)cc1	-13	-3	-6	-8	3	-6	-13	-0.7	-3	7
C[C@@H]1CN([C@H](C)CO)C(=O)c2c(c3ccccc3n2C)-c2ccccc2CO[C@@H]1CN(C)C(=O)Nc1ccc2c(c1)OCO2	-2	-1	1	-11	-1	-3	-18	0.1	5	-6
COc1ccc(CCNC(=O)Nc2nnc([C@H]3C[C@H](O)[C@@H](CO)O3)s2)cc1OC	0	5	-9	.	-3	0	2	-1.8	1	-1
Cc1ccc(C)c(S(=O)(=O)N2CCCN(C)CC2)c1	-1	0	4	11	1	-6	1	-1.3	2	-1
CCCc1nc2ccc(C(=O)OC)cn2c1Cc1ccccc1C(F)(F)F	7	-3	-2	.	2	2	5	-1.2	2	25*
CCOc1ccc(S(=O)(=O)NCC(=O)N(C)Cc2cccnc2)cc1	5	-1	3	6	0	10	-7	0.9	-2	1
Cn1c(C(=O)NCCC2=CCCCC2)cc2c(=O)n3ccccc3nc21	2	-4	3	-2	3	-3	-4	0.1	5	3
CN(C)C(=O)c1noc2cc([N+](=O)[O-])ccc12	1	7	3	-4	-2	-3	-4	-2.4	-3	-1
COCCCNC(=O)C(=O)C1C(=O)Nc2ccccc21 (centres undefined)	4	1	-7	1	5	7	-2	-5.4	2	1
COc1cccc(N2CCN(C(=O)CSc3ccc(F)cc3)CC2)c1	-2	7	-7	1	-2	6	6	0.6	4	-1
COc1cc(/C=C/c2nc3ccccc3c(=O)[nH]2)ccc1OC(F)F	-1	0	-4	-3	-3	3	-5	3.1	-3	2
c1ccc(C[C@H]2CNCCN2CCCCC2CCCCC2)cc1	13	-6	5	2	3	7	-7	-1.9	-1	-1
C[C@H](c1ccccc1)N1C[C@H](COCc2ccccc2)Oc2cc(N3CC[C@H](O)C3)ccc2S1(=O)=O	-44	0	0	.	2	3	-11	-1.8	1	0
Cc1nnc(NC(=O)c2cc3n(n2)C(C(F)(F)F)CC(C2CC2)N3)s1 (centres undefined)	-2	0	0	0	1	-2	-1	0.5	-2	-1
Cn1c(CO)cnc1SCc1ccc(F)cc1	2	1	-1	4	-6	1	5	-1.3	5	-2
CCCC(=O)Nc1ccc(NC(=S)NC(=O)c2ccccc2[N+](=O)[O-])cc1	2	7	9	3	0	2	-3	-1.1	-3	0
O=c1c2nccnc2[nH]c(=S)n1Cc1ccccc1	0	4	4	-3	-5	8	2	-0.1	3	-1
CCc1ccc(C(=O)COC(=O)c2ccc(Cl)nc2)cc1	-6	8	8	.	-2	3	4	-3.0	-3	-3
O=C(NCCOc1ccccc1Cl)C(=O)Nc1ccccc1	1	0	0	-8	1	-1	-2	-0.3	-3	5
CC(C)C[C@H](NC(=O)N1CCn2c1nc1ccccc12)C(=O)NCc1ccc2c(c1)OCO2	-7	-5	2	-3	3	0	2	-0.7	-2	-2
CCN(CC)C(=O)c1cc2c(=O)n3cccc(C)c3nc2n1C	5	5	-2	-2	-1	0	-7	-0.4	5	-1
Cc1c(C=O)c(=O)n(-c2ccccc2)n1-c1ccccc1	-7	-3	0	-2	-2	-2	-20	0.3	4	-1
CC1CCCN(Cc2c(C(=O)N3CCc4ccccc4C3)nc3ccc(Cl)cn23)C1 (centres undefined)	-2	-6	0	-4	3	0	-8	-1.1	-2	8
Cc1ccc(C(=O)N2CCN(c3ccc(NC(=O)CSc4ccc(Cl)cc4)cc3)CC2)cc1	2	-5	-5	5	3	2	4	-0.1	-2	3

Some of the entries so far, with two lines to a compound:
Screens in order – mABHD4 FP, TCR-CD3 inh, DDE Tn7 FP inh, HTRA1 inh, PRMT1 inh, SIAE inh, TDP2 absorb, PG9 Ab binder, LEDGF integ inh, UHRF1 MBD2 ctr
- COc1cc(/C=C/c2nc3ccccc3c(=O)[nH]2)ccc1OC(F)F
→ -1, 0, -4, -3, -3, 3, -5, 3.1, -3, 2
- c1ccc(C[C@H]2CNCCN2CCCCC2CCCCC2)cc1
→ 13, -6, 5, 2, 3, 7, -7, -1.9, -1, -1
- C[C@H](c1ccccc1)N1C[C@H](COCc2ccccc2)Oc2cc(N3CC[C@H](O)C3)ccc2S1(=O)=O
→ -44, 0, 0, ., 2, 3, -11, -1.8, 1, 0
- Cc1nnc(NC(=O)c2cc3n(n2)C(C(F)(F)F)CC(C2CC2)N3)s1 (centres undefined)
→ -2, 0, 0, 0, 1, -2, -1, 0.5, -2, -1
- Cn1c(CO)cnc1SCc1ccc(F)cc1
→ 2, 1, -1, 4, -6, 1, 5, -1.3, 5, -2
- CCCC(=O)Nc1ccc(NC(=S)NC(=O)c2ccccc2[N+](=O)[O-])cc1
→ 2, 7, 9, 3, 0, 2, -3, -1.1, -3, 0
- O=c1c2nccnc2[nH]c(=S)n1Cc1ccccc1
→ 0, 4, 4, -3, -5, 8, 2, -0.1, 3, -1
- CCc1ccc(C(=O)COC(=O)c2ccc(Cl)nc2)cc1
→ -6, 8, 8, ., -2, 3, 4, -3.0, -3, -3
- O=C(NCCOc1ccccc1Cl)C(=O)Nc1ccccc1
→ 1, 0, 0, -8, 1, -1, -2, -0.3, -3, 5
- CC(C)C[C@H](NC(=O)N1CCn2c1nc1ccccc12)C(=O)NCc1ccc2c(c1)OCO2
→ -7, -5, 2, -3, 3, 0, 2, -0.7, -2, -2
- CCN(CC)C(=O)c1cc2c(=O)n3cccc(C)c3nc2n1C
→ 5, 5, -2, -2, -1, 0, -7, -0.4, 5, -1

Two compounds from above, limited to PG9 Ab binder:
SMILES	PG9 Ab binder
Cc1c(C=O)c(=O)n(-c2ccccc2)n1-c1ccccc1	0.3
CC1CCCN(Cc2c(C(=O)N3CCc4ccccc4C3)nc3ccc(Cl)cn23)C1 (centres undefined)	-1.1

Other compounds follow:
SMILES	mABHD4 FP	TCR-CD3 inh	DDE Tn7 FP inh	HTRA1 inh	PRMT1 inh	SIAE inh	TDP2 absorb	PG9 Ab binder	LEDGF integ inh	UHRF1 MBD2 ctr
CCOc1ccc(NS(=O)(=O)c2ccc3[nH]cc(C(=O)NCC4CCCO4)c(=O)c3c2)cc1 (centres undefined)	6	2	-2	3	1	0	5	-1.5	5	20
Cc1cc(C)nc(NC(=O)Cc2ccc(Cl)cc2)c1	1	0	4	0	3	0	-5	-1.3	0	1
CCn1cc(CN2CCC(n3nccc3NC(=O)CCCc3ccccc3)CC2)cn1	-1	2	10	1	-1	7	-6	-2.0	-1	0
Cn1c(=Nc2ccccc2)sc2ccccc21	-3	5	3	-6	0	-1	8	0.4	1	-1
O=C(Nc1ccccc1Cl)c1ccc(S(=O)(=O)N2CCOCC2)cc1	-2	-2	-4	2	0	-2	9	-1.9	2	2
O=C1NC(=O)/C(=C\c2ccc(N3CCOCC3)o2)N1	6	2	5	2	30*	6	0	-8.9	-4	1
COc1ccc(CC(=O)Nc2nnc(C)s2)cc1	0	-2	4	5	0	0	-3	1.3	-4	2
Cc1cc(Br)ccc1NC(=O)CN(C)C(=O)Cn1c(=O)cnc2ccccc21	0	5	5	2	3	3	-4	-2.0	-3	7
CCN1CCN(C(c2ccccc2)c2nnnn2CCc2ccc(OC)c(OC)c2)CC1 (centres undefined)	-15	0	5	2	6	-7	-8	2.0	2	0
CN(C)S(=O)(=O)c1ccc2c(c1)nc(CCC(=O)O)n2C	0	1	3	1	-2	1	6	0.6	1	-1
Cc1ccccc1-c1cc2nc(NCCN3CCNC3=O)n(C)c(=O)c2s1	-4	-8	4	.	6	-8	4	-1.1	-2	3
CNC(=O)/C(C#N)=C\c1cc(C)n(-c2ccc(N3CCOCC3)cc2)c1C	3	4	1	3	1	10	-4	-2.3	-1	-1
CCSc1nnc(NC(=O)c2cc(C)nc3ccccc23)s1	-1	2	-5	-8	-1	2	7	-2.1	-2	-4
CC(=O)c1cccc(-c2cnc3c(NC=O)cc(-c4ccc(N5CCN(C)CC5)cc4)cn23)c1	2	-7	-4	.	0	12	-4	-2.4	0	0
CC[C@H](C)[C@@H](CN[C@H](C)CNC)NCCC(c1ccccc1)c1ccccc1	4	-6	12	0	3	2	-1	-1.4	1	3
O=C(NNC(=S)NC(=O)c1cccnc1)c1ccc(F)cc1	4	23*	-4	5	9	2	0	-0.5	-3	-3
COc1cccc(-c2nc(CS(=O)(=O)CC(=O)Nc3cc(OC)ccc3OC)c(C)o2)c1	-5	-3	3	-4	3	10	-2	-0.9	1	6
CC(=O)Nc1ccc(NC(=O)C(C)Oc2ccccc2F)cc1 (centres undefined)	0	-3	-4	2	3	-6	4	0.5	0	3
CCOC(=O)c1[nH]c(C)c(C(=O)NCc2ccccn2)c1C	-4	2	-2	5	-2	2	-8	-0.1	-1	-2
CCOc1ccc(C(=O)NC(=S)NC2CCCC2)cc1[N+](=O)[O-]	4	9	0	-10	-1	9	-6	-1.8	1	-1
